# Vif inh: HIV Vif self-association inhibitors, primary screen, imaging, HEK293T, single point; HEK293T cells, Vif self-association by quenched fluorescence, 24 h; inhibition, % at 7.49 µM; hit rate 0.35% among 340,000; AID 602346, 2012; in the data active = inhibition above about 50%, passing the limit was not always enough; also: some results filed as inactive read as strong as hits
# hiPSC survival: enhancers of single-cell hiPSC survival, primary screen, ATPlite luminescence. AID 602274, 2012. 100% = ROCK inhibitor wells, 0% = DMSO. survival enhancement, % at 20 µM. hit rate 0.044% among 360,000; in the data active = survival enhancement above about 18%;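 also: cells exposed to compounds for 16 hours before the ATP read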
# CaV13 FRET inh: Disruptors of the CACNA1D IQ motif to Ca2+-dependent inactivation inhibitor domain association, primary screening, Förster resonance energy transfer in intact living … | HEK cells, CFP/YFP FRET ICDI-IQ, plate reader, 10 min; percent FRET-ratio fall versus neutral wells | inhibition, % at 12.3 µM | hit rate 0.098% among 340,000 | AID 743397;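 active = mean replicate inhibition of at least 30% and at least 1% of replicates passing that level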;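 also: 0% = median of the neutral control wells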
# aDG glyco up: activators of alpha-DG glycosylation, primary screen, uHTS, Pro5-aDG cells, AlphaScreen | activation, % at 10 µM | hit rate 0.22% among 360,000 | alpha-DG glycosylation AlphaScreen (IIH6); 0% Pro5, 100% B10-LARGE cell signal;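 active = activation of at least 8% versus controls, or a plate z-score of at least 8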;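 also: Pro5 are CHO cells carrying HIG-tagged alpha-DG that lacks glycosylation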
# Granule exo inh: LAMP-1 surface exposure blockers, TALL-104 cells – cell-based, flow cytometry, MLPCN library, primary screen | TALL-104 LAMP-1 surface exposure; cells stimulated with thapsigargin and PMA | inhibition, % at 10 µM | hit rate 0.66% among 360,000 | AID 651702, 2012;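 active = inhibition above about 55%, limit read from the data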
# HIF-2a block: HIF-2a reporter inhibitors, primary screen, luminescence, 786-0 RCC cells. 786-0 RCC cells HIF-2a reporter, luciferase luminescence, overnight. inhibition, % at 18.8 µM. AID 624352, 2012. hit rate 0.72% among 360,000;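 active = inhibition of the luminescence signal of 40% or more relative to plate controls, in a single-dose primary screen at 18.75 µM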
# NR2E3 ag-1: inhibitors of NR2E3-RetCOR corepressor binding, primary screen, NR2E3 agonist project, biochemical, TR-FRET, GST-NR2E3, biotin-RetCOR; 1536-well; inhibition of corepressor binding, % at 4.78 µM; AID 2300, 2010; Photoreceptor-specific nuclear receptor (Homo sapiens), Q9Y5X4; hit rate 0.12% among 320,000;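 active = percent inhibition above the cutoff of mean plus 3 SD of all tested compounds, set per screening campaign, cut at about 20% in these data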;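 also: 0% = DMSO wells and 100% = biotin wells as full block of FRET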
# Target sequence (Q9Y5X4 whole entry, looked up): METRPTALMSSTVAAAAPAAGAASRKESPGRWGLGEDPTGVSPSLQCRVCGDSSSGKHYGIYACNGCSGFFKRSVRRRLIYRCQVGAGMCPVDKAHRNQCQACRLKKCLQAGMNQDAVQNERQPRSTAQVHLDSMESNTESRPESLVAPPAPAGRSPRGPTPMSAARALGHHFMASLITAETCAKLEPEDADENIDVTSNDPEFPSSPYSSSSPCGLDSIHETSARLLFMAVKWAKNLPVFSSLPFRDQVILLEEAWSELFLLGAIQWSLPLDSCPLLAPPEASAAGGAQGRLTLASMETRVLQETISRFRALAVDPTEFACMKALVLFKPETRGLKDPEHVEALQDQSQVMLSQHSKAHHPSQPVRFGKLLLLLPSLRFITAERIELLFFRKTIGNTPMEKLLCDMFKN
#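 System: GST-tagged NR2E3 plus biotinylated RetCOR corepressor; Buffer or medium: pH 7.5 Tris-based buffer; Probe or stimulus: RetCOR corepressor, biotinylated, 7 nM; Doses: compound at 4.8 µM, single dose; Schedule: 5 h incubation at 4 °C; Technique: time-resolved FRET; Evaluation: percent inhibition of TR-FRET ratio; Replication: one well per compound, singlicate testing.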
# Peg3 promoter: Peg3 promoter-driven luciferase inhibitors, primary screen, cell-based, HeLa, luciferase luminescence; HeLa PEG-Prom luciferase reporter, overnight; AID 588405, 2011; hit rate 1.7% among 360,000; inhibition, % at 20 µM;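 active = inhibition of at least 50% at 20 µM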
# NR2E3 ag-2: NR2E3 agonists in two-hybrid cells, primary screen, cell-based, luminescence, CHO-S, Gal4-NCOR/VP16-NR2E3 | inhibition of corepressor binding, % at 3.98 µM | hit rate 0.35% among 360,000 | luciferase | AID 602229, 2012 | Photoreceptor-specific nuclear receptor (Homo sapiens), Q9Y5X4;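 active = inhibition above the mean of all tested compounds plus 3 SD, cut at about 70% in these data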;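 also: 0% = DMSO with NR2E3 transfected cells and 100% = cells lacking NR2E3 construct; higher means lower luciferase signal from less NR2E3 corepressor binding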
# MITF TRPM1 inh: inhibitors of MITF-dependent TRPM1 promoter reporter, primary screen, cell-based, SK-MEL-5, single point, luciferase. SK-MEL-5 TRPM1 promoter luciferase, 24 h. inhibition, % at 12.5 µM. hit rate 0.83% among 330,000;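 active = mean inhibition across replicates of 60% or more, whatever share of single replicates reaches that level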; also: values of inactives mirror those of a sister screen read the other way
# PDI turbidity: inhibitors of human PDI, primary screen, biochemical, turbidity, single point, plate reader; Protein disulfide-isomerase (Homo sapiens), P07237; PDI insulin aggregation turbidity, A650, 90 min; inhibition, % at 10 µM; hit rate 0.052% among 350,000; AID 588391, 2011;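 active = mean inhibition across replicates of 30% or more, whatever share of single replicates reach that level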;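 also: absorbance from insulin aggregation driven by PDI reduction with DTT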
# Target sequence (P07237 whole entry, looked up): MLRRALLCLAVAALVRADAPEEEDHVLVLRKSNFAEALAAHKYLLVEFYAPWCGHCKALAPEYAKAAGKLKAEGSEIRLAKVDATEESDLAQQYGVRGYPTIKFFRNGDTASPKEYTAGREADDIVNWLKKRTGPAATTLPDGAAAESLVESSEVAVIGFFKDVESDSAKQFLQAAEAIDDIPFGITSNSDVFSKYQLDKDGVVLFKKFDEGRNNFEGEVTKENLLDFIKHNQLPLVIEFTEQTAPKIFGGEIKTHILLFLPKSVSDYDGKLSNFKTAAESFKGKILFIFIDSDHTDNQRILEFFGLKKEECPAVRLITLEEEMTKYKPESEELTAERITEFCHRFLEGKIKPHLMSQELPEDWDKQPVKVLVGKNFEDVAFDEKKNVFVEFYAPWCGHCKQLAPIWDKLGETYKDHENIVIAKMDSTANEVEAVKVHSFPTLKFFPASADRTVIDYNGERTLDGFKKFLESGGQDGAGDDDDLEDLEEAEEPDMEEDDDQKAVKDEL
# The depositor's hits bear a star; x = no result given.
SMILES,Vif inh,hiPSC survival,CaV13 FRET inh,aDG glyco up,Granule exo inh,HIF-2a block,NR2E3 ag-1,Peg3 promoter,NR2E3 ag-2,MITF TRPM1 inh,PDI turbidity
Cc1c(C(=O)O)sc2nc(SCC(=O)Nc3ccc(S(=O)(=O)NCCCC(=O)O)cc3)[nH]c(=O)c12,-3,7.7,-3,0.2,-2,4,1,4,-15,-3,-4
COc1ccc(C(C)(O)c2nc(-c3cccc(C(F)(F)F)c3)cs2)cc1 (stereo unspecified),-5,-2.3,-10,0.3,9,-6,x,23,-9,x,0
O=C(Cc1ccc([N+](=O)[O-])cc1)NNC(=O)c1ccc2c(c1)OCO2,-7,-0.1,-5,-0.3,-1,1,x,7,-60,4,-8
O=C(COc1ccccc1)Nc1ccncc1,-3,0.1,2,0.0,2,-7,-2,-16,-27,6,-4
C=CCN1C(=O)C(O)(CC(=O)c2ccccn2)c2ccccc21 (stereo unspecified),0,-1.1,-7,0.4,0,23,2,1,-27,9,1
CC(C)OCCOc1ccc2oc(-c3ccco3)cc(=O)c2c1,-3,-0.1,-4,0.0,-3,-157,6,-134,-54,-45,-5
Clc1ccccc1CSC1=NCCN1,0,-0.5,-8,-0.3,-4,8,-2,-3,-11,15,-2
CC(=O)C1=CCC(c2ccc(Br)cc2)N(S(=O)(=O)c2ccc(C)cc2)C1 (stereo unspecified),11,-0.1,-7,0.2,24,-8,x,17,5,x,x
N=C1C(c2ccccc2)=C(O)CN1CCO,-3,-1.7,-16,0.0,-7,15,0,1,21,4,-1
O=C(Nc1ccc(-c2n[nH]c(=S)o2)cc1)c1ccccc1,-13,0.1,-20,-0.1,-12,-35,0,-12,-20,-11,-6
COc1ccc(C2/C=C\CN(C(=O)c3ccccc3)CC(=O)N2Cc2cccc(F)c2)cc1 (stereo unspecified),-1,0.2,-7,0.6,-3,1,x,9,-15,-5,-2
Clc1nnc(NC2CCCCC2)c(Cl)c1Cl,1,1.8,-5,0.5,13,5,x,-4,12,x,-2
COc1ccccc1NC(=O)CSc1nnc(CCC(=O)Nc2ccccc2F)n1C,-7,-0.6,-6,0.2,2,16,2,-2,-14,7,1
Cc1ccc(C)c(SCC(=O)Nc2ccc(C)c(S(=O)(=O)N3CCOCC3)c2)c1,-1,-3.6,-2,0.1,3,13,1,-7,-11,4,-1
COc1ccc(N2C(=NC(=O)c3ccc(Br)cc3)SC3CS(=O)(=O)CC32)cc1 (stereo unspecified),3,-0.2,-5,0.1,-3,15,2,20,-24,3,-9

# Limited to Vif inh and MITF TRPM1 inh (6 entries from above):
molecule | Vif inh | MITF TRPM1 inh
Clc1ccccc1CSC1=NCCN1 | 0 | 15
CC(=O)C1=CCC(c2ccc(Br)cc2)N(S(=O)(=O)c2ccc(C)cc2)C1 (stereo unspecified) | 11 | x
N=C1C(c2ccccc2)=C(O)CN1CCO | -3 | 4
O=C(Nc1ccc(-c2n[nH]c(=S)o2)cc1)c1ccccc1 | -13 | -11
COc1ccc(C2/C=C\CN(C(=O)c3ccccc3)CC(=O)N2Cc2cccc(F)c2)cc1 (stereo unspecified) | -1 | -5
Clc1nnc(NC2CCCCC2)c(Cl)c1Cl | 1 | x

# Back to the main list with the 2 entries that preceded the break.
SMILES,Vif inh,hiPSC survival,CaV13 FRET inh,aDG glyco up,Granule exo inh,HIF-2a block,NR2E3 ag-1,Peg3 promoter,NR2E3 ag-2,MITF TRPM1 inh,PDI turbidity
Cc1ccc(C)c(SCC(=O)Nc2ccc(C)c(S(=O)(=O)N3CCOCC3)c2)c1,-1,-3.6,-2,0.1,3,13,1,-7,-11,4,-1
COc1ccc(N2C(=NC(=O)c3ccc(Br)cc3)SC3CS(=O)(=O)CC32)cc1 (stereo unspecified),3,-0.2,-5,0.1,-3,15,2,20,-24,3,-9
Cc1cc(C)n(CCC(=O)N2CCCC(N3CCN(c4cccc(Cl)c4)CC3)C2)n1 (stereo unspecified),-1,-0.5,-6,-0.3,-1,16,1,9,14,5,1
CSc1oc(-c2ccc(F)cc2)nc1S(=O)(=O)c1ccc(F)cc1,-5,1.8,-3,0.0,2,3,0,12,-24,-22,x
O=C(/C=C/c1cc2c(cc1Br)OCO2)NCc1ccc(F)cc1,2,-2.2,0,0.3,-3,19,-1,8,-21,4,-7
COCCOC(=O)c1c(C)oc2ccc(NS(=O)(=O)c3cccs3)cc12,0,1.1,-4,0.1,1,8,1,13,-1,6,-11
COc1ccc(-n2c(SCC(=O)Nc3ccc4c(c3)OCO4)nnc2C(C)N2CCCCC2)cc1 (stereo unspecified),-15,4.4,-5,0.2,0,18,2,14,6,-2,0
O=C(CN(Cc1cccs1)C(=O)CN1C(=O)COc2ccccc21)NCc1ccco1,-6,0.6,-8,0.0,-2,12,7,10,17,-3,-1
Cc1c(C=O)c2ccccc2n1CC(=O)O,9,3.4,-6,-0.6,0,23,0,8,-27,19,-1
C=CCOC(=O)/C(=C\C=C\c1ccccc1)NC(=O)c1ccccc1,-5,-2.9,-5,0.1,-2,-43,-2,-39,-16,-4,3
O=C(NC1CCSc2ccccc21)c1ccc(Cl)c(S(=O)(=O)N2CCOCC2)c1 (stereo unspecified),-4,-0.6,-5,0.3,19,-25,-2,7,-5,-7,0
COc1ccc(OCCC(=O)OCC(=O)Nc2cccc(Br)c2)cc1,x,1.6,-5,0.0,2,14,1,-6,-6,-4,0
CCCNC(=O)c1ccccc1NC(=O)c1ccc2c(=O)n3c(nc2c1)CCC3,-4,0.0,-5,-0.3,-2,1,1,-8,-28,-1,-11
COc1ccc(NS(=O)(=O)c2cccc(C(=O)NCCCN3CCOCC3)c2)cc1,-11,-0.1,-2,0.3,-3,12,0,4,-25,-3,3
S=C(Nc1cccc(Br)c1)c1ccccc1,-6,2.5,-3,-0.4,0,-170,-1,-109,-25,-48,-2
CC(=O)N1CCc2cc(S(=O)(=O)N3CCc4ccccc43)ccc21,-23,-0.4,-7,0.3,8,17,2,21,74*,-1,-3
CCc1ccc(NC(=S)/N=C(\N)Nc2nc(C)c3cc(CC)ccc3n2)cc1,-4,-0.9,4,1.1,0,-21,0,15,8,17,-5
Nc1ncnc2c1ncn2Cc1ccccc1,23,0.4,-7,-0.3,7,11,-1,5,3,-4,0
Cc1cccc(NC(=O)c2cc(-c3cc(Cl)ccc3O)n[nH]2)c1,-3,-0.1,x,0.4,21,-274,3,-261,-92,-99,-6
COC(=O)c1ccc(CN2C(=O)NC3(CCCCC3C)C2=O)o1 (stereo unspecified),3,10,x,1.3,-3,12,-3,18,-27,-2,6
Cc1cccc(C)c1OCC(=O)Nc1c(C)nn(C)c1C,13,0.0,-3,0.1,0,12,0,18,-20,2,-1
Cc1cc(C)n(-c2nc(Nc3ccccc3)nc(-n3nc(C)cc3C)n2)n1,2,-2.2,-9,0.0,-2,-2,5,16,-1,-3,-2
CNC(=O)c1cc2ccccc2o1,-10,1.3,0,0.0,2,-4,1,-6,-10,4,-5
Cc1c(C(=O)NCCO)sc2nc3n(c(=O)c12)CCC3,-3,-1.8,2,0.3,-2,14,1,15,11,6,11
CCOc1ccc(S(=O)(=O)Nc2cccc(C(=O)N3CCN(C(C)=O)CC3)c2)cc1,0,-0.5,-6,-0.1,-4,10,-1,3,3,-5,1
COc1ccc2sc(N(CCCN(C)C)C(=O)c3ccc(S(=O)(=O)N4CCCC4)cc3)nc2c1,0,-0.3,-8,0.1,4,-53,0,-81,12,-2,-3
Cc1ccc(-c2n[nH]c(=S)n2/N=C/c2cccs2)cc1,-6,0.3,-2,0.0,1,23,1,11,-19,-2,7
O=C(NC(=S)N1CCN(c2ccc(F)cc2)CC1)C12CC3CC(CC(C3)C1)C2,-6,-1.0,-5,-0.1,-6,11,2,21,-27,15,-7
O=C(Nc1ccc(F)cc1)c1cccnc1N1CCCCC1,-7,-0.5,-7,0.2,-5,-8,0,9,-17,-2,-5
CC(C)CCN1CCN(C2CCN(c3ccc4c(c3)OCO4)CC2)CC1CCO (stereo unspecified),2,2.9,-5,-0.5,4,5,1,4,-19,-10,-6
O=C(NCCCCc1ccccc1)Nc1ccc(F)cc1,0,-0.2,-3,0.1,-2,-90,-4,-52,-48,-2,7
Cc1cc(C(=O)CN2C(=O)c3ccccc3S2(=O)=O)c(C)n1C(C)C,-14,-4.7,-3,0.1,-8,76*,3,68*,3,35,17

# 3 of the entries above in order of the Peg3 promoter value, highest first.
Molecule | Vif inh | CaV13 FRET inh | aDG glyco up | Granule exo inh | HIF-2a block | NR2E3 ag-1 | Peg3 promoter | NR2E3 ag-2 | MITF TRPM1 inh | PDI turbidity
CSc1oc(-c2ccc(F)cc2)nc1S(=O)(=O)c1ccc(F)cc1 | -5 | -3 | 0.0 | 2 | 3 | 0 | 12 | -24 | -22 | x
Clc1ccccc1CSC1=NCCN1 | 0 | -8 | -0.3 | -4 | 8 | -2 | -3 | -11 | 15 | -2
Clc1nnc(NC2CCCCC2)c(Cl)c1Cl | 1 | -5 | 0.5 | 13 | 5 | x | -4 | 12 | x | -2

# Following part:
SMILES,Vif inh,hiPSC survival,CaV13 FRET inh,aDG glyco up,Granule exo inh,HIF-2a block,NR2E3 ag-1,Peg3 promoter,NR2E3 ag-2,MITF TRPM1 inh,PDI turbidity
Cc1cc(NC(=O)CN(C)CC(=O)Nc2ccc(Cl)c(C(F)(F)F)c2)no1,7,-0.5,-6,0.2,-4,-2,0,39,30,1,8
Cc1ccccc1Cn1cnc2c([N+](=O)[O-])c(C)c(C)cc21,0,2.4,-6,0.0,-1,25,0,7,-28,4,-4
CC1CCN(C(=O)Cn2cc([N+](=O)[O-])ccc2=O)c2ccccc2S1 (stereo unspecified),-11,-2.5,-5,-0.2,4,14,x,13,-22,-7,7
Cn1c(=O)cc(SCC(=O)NCCC2=CCCCC2)c2ccc(Cl)cc21,1,-1.3,-8,-0.1,4,10,0,4,-7,-1,-4
CC1=C(C#N)C(C)(C)C(C#N)=C(C)N1,x,-3.5,-18,-0.3,-6,14,x,2,-6,x,5
Cc1ccccc1CN1CCN(C(=O)c2ccco2)CC1,-1,-0.6,-2,0.2,-6,-55,0,-63,-34,-18,2
C=CCNC(=S)NNC(=O)c1ccc(Br)o1,0,0.7,-4,-0.1,-2,23,-3,-9,-2,-25,2

# High-throughput results (PubChem BioAssay)
